From PubChem
TRPC4 agonist: activators of mouse TRPC4 channel, primary screen, Fluo4 calcium, HEK293 TRPC4beta/mu-opioid cells; B-score at 10 µM; Fluo4 calcium fluorescence; hits give high values; Short transient receptor potential channel 4 (Mus musculus), Q9QUQ5; actives 0.49% (n = 310,000); AID 2237, 2010;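 active = B-score above 5 SD of library B-scores, and initial fluorescence ratio not above library mean plus 5 SD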;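 also: positive B-score marks a calcium rise read as TRPC4 activation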
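Assay system – TRPC4beta and mu-opioid receptor HEK293 stable cells · Measured by – Fluo4 fluorescence, kinetic · Schedule – dye loading 45 min room temperature, 110 s kinetic read · Read-out – B-scored integrated calcium fluorescence ratio · Controls – buffer and maximal DAMGO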
TRPC4 block: inhibitors of mouse TRPC4 channel, primary screen, Fluo4 calcium, HEK293 TRPC4beta/mu-opioid cells; AID 2247, 2010; DAMGO-evoked Fluo4 calcium flux; hits give low values; Short transient receptor potential channel 4 (Mus musculus), Q9QUQ5; actives 0.39% (n = 300,000); B-score at 10 µM;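 active = B-score over 3 SD under the library average, no early fluorescence shift, positive overall ratio signal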
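material = TRPC4beta/mu-opioid receptor HEK293 cell line | probe or stimulus = sequential submaximal and maximal DAMGO stimulation | compound dosing = one concentration per compound | measured by = Fluo4 Ca2+ flux fluorescence | evaluation = integrated fluorescence ratio relative to baseline, converted to per-well B score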
TMEM16A act: TMEM16A chloride channel activators or potentiators, primary screen, cell-based, HTS; Anoctamin-1 (Mus musculus), Q8BHY3; HEK293 TMEM16A/YFP-H148Q/I152L, iodide quench fluorescence; hits give low values; B-score at 10 µM; actives 0.3% (n = 340,000);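 active = fluorescence-ratio B-score plate-corrected deviation score at least 3 library SD below zero, with starting fluorescence score within 5 deviations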;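 also: channel opened by trigger with iodide after compound preincubation; score built on the fluorescence ratio of max minus min over baseline; more negative score means more quench and so TMEM16A activation or potentiation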
MrgX1 ag: agonists of human MrgX1 receptor, primary screen, HEK293 cells, Fluo-4 calcium flux; Mas-related G-protein coupled receptor member X1 (Homo sapiens), Q96LB2; Fluo-4 calcium fluorescence, agonist mode; hits give high values; B-score at 10 µM; actives 0.44% (n = 310,000); AID 588627, 2011;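 active = calcium response B-score plate-corrected fluorescence ratio at least 3 library SD, with starting fluorescence B-score inside 5 SD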
Target sequence (Q96LB2 whole entry, looked up): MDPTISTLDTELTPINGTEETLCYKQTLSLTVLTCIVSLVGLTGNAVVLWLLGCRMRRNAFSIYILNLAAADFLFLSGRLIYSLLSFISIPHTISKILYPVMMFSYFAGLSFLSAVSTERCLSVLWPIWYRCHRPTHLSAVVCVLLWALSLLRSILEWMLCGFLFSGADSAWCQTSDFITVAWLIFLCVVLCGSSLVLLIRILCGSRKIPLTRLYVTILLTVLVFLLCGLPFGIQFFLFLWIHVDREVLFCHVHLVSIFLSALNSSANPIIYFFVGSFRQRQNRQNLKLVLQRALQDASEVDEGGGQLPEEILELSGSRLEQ
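Material: HEK293 cells stably expressing human MrgX1 receptor | Quantity: 15,000 cells per well | Times: Cells plated overnight, dye loaded 0.5 h 37 °C, 0.5 h room temperature | Measured by: Kinetic Fluo-4 NW fluorescence of intracellular calcium | Control set: Positive and negative controls per plate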
MrgX1 allo act: positive allosteric modulators of MrgX1, primary screen, HEK293 cells, Fluo-4 calcium flux | Mas-related G-protein coupled receptor member X1 (Homo sapiens), Q96LB2 | FDSS; hits give high values | B-score at 10 µM | actives 0.63% (n = 310,000) | AID 588675, 2011;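 active = plate-corrected calcium response at least 3 library SD above typical, normal starting fluorescence, not activating the receptor alone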;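 also: compound read alongside a low EC10 to EC30 dose of BAM8-22 agonist; peak minus trough fluorescence over baseline measured at the second addition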
TRPC6 activator: mouse TRPC6 channel activators, primary screen, cell-based, HEK293, membrane potential dye. AID 2550, 2010. Short transient receptor potential channel 6 (Mus musculus), Q61143. HEK293-TRPC6 membrane potential dye fluorescence; hits give high values. B-score at 10 µM. actives 0.13% (n = 310,000);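 active = B-score of the integrated fluorescence ratio above library mean plus 3 SD, and starting fluorescence ratio within library mean plus 5 SD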;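 also: higher score means more depolarization so channel activation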
TRPC6 inh: mouse TRPC6 channel inhibitors, primary screen, cell-based, HEK293, membrane potential dye; Short transient receptor potential channel 6 (Mus musculus), Q61143; ACh-evoked depolarization; hits give low values; B-score at 10 µM; actives 1.1% (n = 310,000);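 active = B-score under library mean minus 3 SD, initial fluorescence not abnormally high, positive integrated signal ratio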;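 also: B-score derived from integrated fluorescence ratio over the kinetic read; more negative B-score means stronger inhibition of depolarization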
MrgX1 antagonist: antagonists of human MrgX1 receptor, primary screen, HEK293 cells, Fluo-4 calcium flux; Mas-related G-protein coupled receptor member X1 (Homo sapiens), Q96LB2; BAM8-22 antagonism; hits give low values; B-score at 10 µM; actives 1.3% (n = 310,000);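 active = calcium-response B-score plate-corrected more than 3 library SD below zero, starting fluorescence within 5 deviations, no agonist response on first addition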;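 also: peak minus trough fluorescence over baseline after final BAM8-22 challenge near maximal dose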
TRPC4 potent: positive allosteric modulators of TRPC4, primary screen, cell-based, mouse TRPC4beta, HEK293 mu-opioid, Fluo-4 calcium; B-score at 10 µM; actives 0.42% (n = 310,000); AID 2227, 2009; Short transient receptor potential channel 4 (Mus musculus), Q9QUQ5; DAMGO EC20, Fluo-4 Ca2+ flux; hits give high values;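 active = B-score of calcium response area above 5 SD of library B-scores, with initial fluorescence ratio within 5 SD of library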;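 also: B-score of integrated fluorescence ratio over time as area under calcium response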
ANO1 block: TMEM16A chloride channel inhibitors, primary screen, cell-based, HTS; Anoctamin-1 (Mus musculus), Q8BHY3; HEK293 TMEM16A/YFP iodide influx fluorescence, ionomycin; AID 588511, 2011; actives 1.2% (n = 310,000); normalized B-score (activity score, 25-100; higher = stronger inhibition) at 10 µM;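 active = ratio plate-corrected score three or more library SD toward inhibition, starting fluorescence score within five deviations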;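 also: score derived from kinetic fluorescence span divided by baseline fluorescence per well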
RGS4 inh: RGS4 inhibitors, primary screen, cell-based, HEK293 M3R inducible RGS4, calcium flux; B-score at 10 µM; Regulator of G-protein signaling 4 (Homo sapiens), P49798; AID 463165, 2010; actives 0.45% (n = 310,000); Fluo-4 calcium flux; hits give high values; triggered by carbachol at its EC20;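 active = B-score, a plate-corrected calcium signal, over three deviations above library mean, with baseline fluorescence within five deviations of library mean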;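 also: RGS4 expression induced by doxycycline in cells with stable M3 receptor; B-score is computed from the integrated fluorescence ratio over baseline after carbachol; higher B-score means a larger calcium signal and so more RGS4 inhibition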
Target sequence (P49798 whole entry, looked up): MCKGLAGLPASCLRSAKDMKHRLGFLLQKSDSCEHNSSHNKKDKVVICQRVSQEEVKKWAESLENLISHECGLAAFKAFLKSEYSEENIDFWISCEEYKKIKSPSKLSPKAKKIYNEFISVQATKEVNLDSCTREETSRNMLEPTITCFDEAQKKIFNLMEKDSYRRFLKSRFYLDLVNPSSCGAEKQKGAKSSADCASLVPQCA
Numbers without * were called inactive; i = inactive; . = not tested or not shown.

SMILES	TRPC4 agonist	TRPC4 block	TMEM16A act	MrgX1 ag	MrgX1 allo act	TRPC6 activator	TRPC6 inh	MrgX1 antagonist	TRPC4 potent	ANO1 block	RGS4 inh
Cn1c(N)c(C(=O)COC(=O)c2ccccc2NCc2ccco2)c(=O)n(C)c1=O	i	i	i	i	i	i	i	i	i	i	i
COc1ccc(CCNC(=O)CSc2n[nH]c(C)c2[N+](=O)[O-])cc1OC	i	i	i	i	i	i	i	i	i	i	i
Nc1c2c(nn1-c1ccccc1)CCC2	i	i	i	i	i	i	i	i	i	i	i
COc1ccc(CCNC(=O)CSc2nncn2N)cc1OC	i	i	i	i	i	i	i	i	i	i	i
O=C(Cc1cccs1)N(c1ccccc1)C1C=CS(=O)(=O)C1 (configuration not stated)	i	i	i	i	i	i	i	i	i	i	i
CCOC(=O)c1cc(C)sc1NC(=O)c1ccc(Cl)s1	i	i	i	i	i	i	i	i	i	i	i
O=C(Nc1cccnc1)c1ccc(C(=O)Nc2cccnc2)cc1	i	i	i	i	i	i	i	i	i	i	i
Cc1onc(-c2ccccc2Cl)c1C(=O)NCCN1Cc2ccccc2C1=O	i	i	i	i	i	i	i	i	i	i	i
CCOc1ccc(OCC)c(Nc2cc(C)nc3nc(C)nn23)c1	i	i	i	i	i	i	i	i	i	i	i
O=C(CN1CCCC1)NCC1(c2ccccc2)CCOCC1	i	i	i	i	i	i	i	i	i	i	i
COC(=O)c1cc(S(=O)(=O)C(C)C)c(S(C)=O)s1 (configuration not stated)	i	i	i	i	i	i	i	i	i	i	i
Cc1ccc(-c2nnn(CC(=O)N(CCO)C(C(=O)NC(C)(C)C)c3ccncc3)n2)cc1 (configuration not stated)	i	i	i	i	i	i	i	i	10*	i	i
O=C(COc1ccc(Cl)cc1)Nc1cc(NC(=O)COc2ccc(Cl)cc2)cc(C(=O)O)c1	i	i	i	i	i	i	i	i	i	i	i
Cc1cc(NCc2ccncc2)ccc1Br	i	i	i	i	i	i	i	i	i	i	i
COc1cc2c(cc1OC)C(c1ccc(Br)cc1)N(C(=O)c1ccccc1C(=O)O)CC2 (configuration not stated)	i	i	i	i	i	i	i	i	i	i	i
COc1ccc(S(=O)(=O)N(C)c2ccc(C(=O)NCc3ccccn3)cc2)cc1	i	i	i	i	i	i	i	i	i	i	i
N#CCC(=O)Nc1ccc(C(=O)Nc2cccc(S(N)(=O)=O)c2)cc1	i	i	i	i	i	i	i	i	i	i	i
Cc1cc(NC(=O)COc2ccc(N(C)S(=O)(=O)c3ccccc3)cc2)no1	i	i	i	i	i	i	i	i	i	i	i
Oc1ccc2ccccc2c1C=Nc1ccc(N2CCOCC2)cc1	i	i	.	i	i	i	i	i	i	i	i
COc1nnc(-c2ccc(N3CCCCC3)c(NC(C)=O)c2)c2ccccc12	i	i	i	i	i	i	i	i	i	i	i
Cc1ccc(OCCCNCCO)c(Br)c1	i	i	i	i	7.5*	i	i	i	i	i	i
Cc1cccc(C)c1NC1=C(Cl)C(=O)OC1OC(C)C (configuration not stated)	i	i	i	i	i	i	i	i	i	i	i
CC(CC(=O)NC1CCCC1)c1ccccc1 (configuration not stated)	i	i	i	i	i	i	i	i	i	i	i
CCC(C)(C)N(C(=O)CCC(=O)Nc1cc(C)on1)C(C(=O)NC(C)(C)C)c1ccc(OC)cc1 (configuration not stated)	i	i	i	i	i	i	i	i	i	i	i
O=C(CC(=O)Nc1ccc(Cl)cc1Cl)Nc1ccc(Cl)cc1Cl	i	i	i	i	i	i	i	i	i	i	i
C=C(C)c1cccc(C(C)(C)NC(=O)N2CCN(C)CC2)c1	i	i	i	i	i	i	i	i	i	i	i
O=C(Cn1cnc2c(cnn2-c2ccc(F)cc2)c1=O)N1CCN(c2ccccc2F)CC1	i	i	i	i	i	i	i	i	i	i	i
OCCCNc1cc(-c2ccccc2)nc2cc(-c3ccc(F)cc3)nn12	i	i	i	i	i	i	i	i	i	i	i
CC1CC(C)CN(CCCNC(=O)CCNC(=O)Cn2ccc3ccccc3c2=O)C1 (configuration not stated)	i	i	i	i	i	i	i	i	i	i	i
CCNC(=O)/N=C1/NC(=O)C(C(C)C)O1 (configuration not stated)	i	i	i	i	i	i	i	i	i	i	i
O=C(N/N=C/c1ccccn1)c1cccc(NC(=O)c2ccccc2Cl)c1	i	i	i	i	i	i	i	i	i	i	i
COc1ccc(C)cc1NC(=O)c1ccccc1NS(=O)(=O)c1ccc(Cl)s1	i	i	i	i	i	i	i	i	i	100*	i
O=C(CCC(=O)NC1CCCCCC1)Nc1nnc(C(F)(F)F)s1	i	i	i	i	i	i	i	i	i	i	i
C#CCOCCOCCOCCNc1nc(N2CCN(C(=O)[C@H](CCCCN)n3cc([C@@H](N)CC(C)C)nn3)CC2)nc(N2CCN(C(=O)[C@H](Cc3cc4ccccc4[nH]3)n3cc([C@@H](N)Cc4ccc(O)cc4)nn3)CC2)n1	i	i	i	i	i	i	i	i	i	i	i
CC(C)CC(=O)Nc1nc2ccc(S(=O)(=O)N3CCOCC3)cc2s1	i	i	i	i	i	i	i	i	i	i	i
O=C(Nc1ccc2nc(C3CC3)n(Cc3ccc(F)cc3)c(=O)c2c1)c1ccco1	i	i	i	i	i	i	i	i	i	i	i
O=C(COC(=O)C12CC3CC(CC(C3)C1)C2)Nc1ccc2[nH]c(=O)[nH]c2c1	i	i	i	i	i	i	i	i	i	i	i
COC(=O)c1sccc1NC(=O)CN(C)NS(=O)(=O)c1ccc(F)cc1	i	i	i	i	i	i	i	i	i	i	i
COc1ccccc1CNC(=O)C1CCC(CNS(=O)(=O)c2cccs2)CC1 (configuration not stated)	i	i	i	i	i	i	i	i	i	i	i
Cc1cccc(C(C)C)c1-n1nnnc1-c1ccccc1	i	i	i	i	i	i	i	i	i	i	i
CN(C)c1nc(OCCNC(=O)Nc2ccccc2)nc(N(C)C)n1	i	i	i	i	i	i	i	i	i	i	i
COc1cc(/C=C/C(=O)c2ccc(O)cc2)ccc1OCC#N	i	i	i	i	i	i	i	i	i	i	4.7*
O=C(Nc1ccc(C(=O)NCc2ccccc2)cc1)C1=CSCCO1	i	i	i	i	i	i	i	i	i	i	i
COc1ccccc1N1CCN(C(c2ccccc2)c2nnnn2CCc2ccccc2)CC1 (configuration not stated)	i	i	i	i	i	i	i	i	i	i	i
Cc1cccc(C)c1NC(=O)c1cnn(-c2ccccc2)c1C	i	i	i	i	i	i	i	i	i	i	i
CC(=O)c1c(C)nc2ccc(C)cc2c1-c1ccccc1	i	i	i	i	i	i	i	i	i	i	i
COc1ccc(S(=O)(=O)Nc2ccccc2C(=O)N2CCOCC2)cc1Cl	i	i	i	i	i	i	i	i	i	i	i
Cc1noc(C)c1CSc1nnc(-c2ccncc2)n1-c1cccc(Cl)c1C	i	i	i	i	i	i	i	i	i	i	i
Cc1noc(NS(=O)(=O)c2ccc(NC(=O)/C=C/c3ccc(Br)cc3)cc2)c1C	i	i	i	i	i	i	i	i	i	i	i
CC1(C)ON(C2CCCCC2)[C@H]2c3nc4ccccc4n3C[C@H]21	i	i	i	i	i	i	i	i	i	i	i
Cc1nc([N+](=O)[O-])c(C(=O)OCc2ccccc2C#N)n1C	i	i	i	i	i	i	i	i	i	i	i
COc1ccc(CCNC(=O)Cn2nc(C(=O)O)c3ccccc3c2=O)cc1OC	i	i	i	i	i	i	i	i	i	i	i
CCCCCCCCC/C(=N\O)c1ccccn1	i	i	i	i	i	i	i	i	i	i	i
Cc1cccc(/C=N/NC(=O)c2cc(C)nc3ccccc23)n1	i	i	i	i	i	i	i	i	i	i	i
O=C(N/N=C/c1ccncc1)c1cc2c(ccc3ccccc32)o1	i	i	i	i	i	i	i	i	i	i	i
COc1ccc(-c2cn3c(C)c(C(=O)NC(C)(C)C)sc3n2)cc1	i	i	i	i	i	i	i	i	i	i	i
COC(=O)c1cc(-c2cccs2)nc2ccccc12	i	i	i	i	i	i	i	i	i	i	i
CCCCCCCOc1ccc(-c2ccc(C#N)cn2)cc1	i	i	i	i	i	i	i	i	i	i	i
CC(C)NC(=O)c1onc(CSc2ccccn2)c1C(=O)NC(C)C	i	i	i	i	i	i	i	i	i	i	i
C=CCc1c(C)nc(-c2ccccc2)nc1Nc1ccc(O)cc1	i	i	i	i	i	i	i	i	i	i	i

Next part:
SMILES	TRPC4 agonist	TRPC4 block	TMEM16A act	MrgX1 ag	MrgX1 allo act	TRPC6 activator	TRPC6 inh	MrgX1 antagonist	TRPC4 potent	ANO1 block	RGS4 inh
CSc1ccccc1OCc1cc(C(=O)N(C)Cc2c(C)n[nH]c2C)no1	i	i	i	i	i	i	i	i	i	i	i
C=CCn1c(C)cc(C(=O)COC(=O)/C=C/c2cccc(OC)c2)c1C	i	i	i	i	i	i	i	i	i	i	i
O=C(Nc1cccc(-c2nn[nH]n2)c1)c1ccc(Br)s1	i	i	i	i	i	i	i	i	i	i	i
Cc1cc(N2CCCC(C(=O)Nc3cccc(Cl)c3)C2)n2ncnc2n1 (configuration not stated)	i	i	i	i	i	i	i	i	i	i	i
